ADAM10 inh – human ADAM10 inhibitors, primary screen, biochemical, QFRET, HTS | 370,000 tested, 0.62% active | inhibition, % at 7 µM | recombinant ADAM10, EDANS/DABCYL FRET peptide cleavage, 3 h;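 active = inhibition above a per-campaign cutoff equal to the mean of compounds falling between control-based bounds plus 3 SD, cut at about 20% in these data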;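 note: 0% = DMSO wells while the 100% control is not disclosed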
PLC-gamma1 inh – PLC-gamma1 enzyme inhibitors, primary screen, biochemical, fluorescence, purified enzyme; 1-phosphatidylinositol 4,5-bisphosphate phosphodiesterase gamma-1 (Homo sapiens), P19174; fluorogenic substrate; inhibition, % at 12.2 µM; 370,000 tested, 0.84% active; AID 720700, 2013; in the data active = inhibition above about 9.5%
hcDAF12 agonist – H. contortus DAF-12 nuclear receptor activators, primary screen, cell-based, luminescence, HEK293, lit1-tk-luc reporter; 370,000 tested, 1.4% active; HEK293 hcDAF-12 lit1-tk-luc reporter; 0% DMSO, 100% Δ7-dafachronic acid; AID 652067, 2013; activation, % at 6.8 µM;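 active = activation above the mean of all tested compounds plus 3 SD, cut at about 5.5% in these data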;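 note: 100% = response to 3 µM Δ7-dafachronic acid high control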
ssDAF12 agonist – S. stercoralis DAF-12 nuclear receptor activators, primary screen, cell-based, luminescence, HEK293, GRIP1 co-expression, lit1-tk-luc; Nuclear hormone receptor DAF-12 (Strongyloides stercoralis); HEK293 ssDAF-12/GRIP1 lit1-tk-luc reporter; % of 3 µM dafachronic acid response; activation, % at 6.8 µM; 370,000 tested, 1% active;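 active = activation above the mean over all tested compounds plus 3 SD, cut at about 0.9% in these data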;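 note: 0% = DMSO-only wells and 100% = 3 µM delta7-dafachronic acid wells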
DAX1 inh-1 – DAX1 (NR0B1) inhibitors on StAR promoter, primary screen, cell-based, luminescence, SF-1 (NR5A1), full-length DAX-1 | HEK293T StAR-luciferase reporter, SF-1/DAX-1 repression relief | inhibition, % at 6.8 µM | 370,000 tested, 1.1% active | AID 652010, 2013;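 active = inhibition above the mean over all tested compounds plus 3 SD, cut at about 3.6% in these data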;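 note: 0% = DAX-1 cells with DMSO and 100% = cells lacking DAX-1 with DMSO; higher inhibition means more luminescence from relief of DAX-1 repression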
hgDAF12 agonist – H. glycines DAF-12 receptor agonists, primary screen, cell-based, luminescence, HEK293, GAL4 fusion, UAS-luciferase | HEK293 GAL4-hgDAF12 UAS-luciferase reporter, agonist luminescence; normalized to butyrate control | activation, % at 6.8 µM | AID 687014, 2013 | Nuclear hormone receptor DAF-12 (Heterodera glycines), GAL4 fusion | 370,000 tested, 1.8% active;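 active = activation above a cutoff set at the mean of all screened compounds plus 3 SD, cut at about 10% in these data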;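 note: 0% = DMSO wells and 100% = sodium butyrate wells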
FXN GAA850 act – FXN promoter activators, primary screen, cell-based, luciferase luminescence, HEK293 lucGAA850. HEK293 lucGAA850 FXN promoter luciferase reporter, 24 h; percent of 10 µM SAHA response. 360,000 tested, 0.56% active. activation, % at 6 µM;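 active = activation above the average of all compounds screened plus 3 SD, cutoff fixed separately per campaign, cut at about 7.5% in these data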;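 note: 0% = DMSO wells and 100% = 10 µM SAHA wells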
ADAM17 inh – ADAM17 inhibitors, primary screen, biochemical, QFRET; 370,000 tested, 0.83% active; inhibition, % at 6.95 µM; recombinant ADAM17, EDANS/DABCYL FRET peptide cleavage;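 active = inhibition above the mean of compounds lying between control limits plus 3 SD, set per campaign, cut at about 8.5% in these data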;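 note: 0% = DMSO-only wells as the low control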
Target sequence (P78536 215-824 limits assumed): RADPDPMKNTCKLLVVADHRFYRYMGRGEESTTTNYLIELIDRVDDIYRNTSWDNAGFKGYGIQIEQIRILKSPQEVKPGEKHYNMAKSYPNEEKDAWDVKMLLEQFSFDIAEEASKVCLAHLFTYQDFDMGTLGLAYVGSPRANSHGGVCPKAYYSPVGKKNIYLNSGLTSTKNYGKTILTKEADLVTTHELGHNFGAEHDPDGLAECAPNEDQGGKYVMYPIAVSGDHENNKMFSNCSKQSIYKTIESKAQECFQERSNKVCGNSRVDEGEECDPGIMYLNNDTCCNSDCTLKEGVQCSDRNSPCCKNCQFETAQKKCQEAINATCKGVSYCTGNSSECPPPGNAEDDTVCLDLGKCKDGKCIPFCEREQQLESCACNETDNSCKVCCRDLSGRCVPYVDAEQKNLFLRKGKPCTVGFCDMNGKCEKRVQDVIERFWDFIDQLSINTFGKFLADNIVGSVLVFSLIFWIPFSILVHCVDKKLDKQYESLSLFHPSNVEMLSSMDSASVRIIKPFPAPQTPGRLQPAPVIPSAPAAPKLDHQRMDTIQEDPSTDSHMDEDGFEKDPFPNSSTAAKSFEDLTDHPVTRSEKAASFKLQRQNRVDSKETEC
DAX1 inh-2 – DAX1 (NR0B1) inhibitors, primary screen, cell-based, HEK293, Gal4-DAX1, luciferase luminescence. Nuclear receptor subfamily 0 group B member 1 (Homo sapiens), P51843. HEK293 Gal4-DAX1 luciferase reporter. inhibition, % at 6.75 µM. 340,000 tested, 0.99% active. AID 504766, 2011;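 active = inhibition above the mean over all tested compounds plus 3 SD, cut at about 4.2% in these data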;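 note: 0% = DAX1-transfected cells with DMSO and 100% = empty-vector control cells with DMSO; inhibition shows as a rise in luminescence from relieved DAX1 repression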
Target sequence (P51843 207-470 limits assumed): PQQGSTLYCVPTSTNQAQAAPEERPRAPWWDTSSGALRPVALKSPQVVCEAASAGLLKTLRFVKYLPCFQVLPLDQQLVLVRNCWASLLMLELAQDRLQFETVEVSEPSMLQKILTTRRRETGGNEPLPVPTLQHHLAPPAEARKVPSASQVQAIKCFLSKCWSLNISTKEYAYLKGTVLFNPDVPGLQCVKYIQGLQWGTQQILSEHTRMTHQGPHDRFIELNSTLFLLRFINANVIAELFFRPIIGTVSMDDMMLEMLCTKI
PLC-beta3 inh – human PLC-beta3 inhibitors, primary screen, biochemical, fluorescence; Purified PLC-beta3, fluorogenic substrate; 1-phosphatidylinositol 4,5-bisphosphate phosphodiesterase beta-3 (Homo sapiens), Q01970; 370,000 tested, 0.18% active; inhibition, % at 12.2 µM; in the data active = inhibition above about 11%;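 note: 0% = median of compound wells on plate and 100% = full blocker control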
sPLA2-III inh – human group III sPLA2 inhibitors, primary screen, biochemical, QFRET, BODIPY PC-A2 liposome substrate; 370,000 tested, 0.56% active; Group 3 secretory phospholipase A2 (Homo sapiens), Q9NZ20; inhibition, % at 12.2 µM; AID 743126, 2013; QFRET BODIPY PC-A2 liposome hydrolysis, fluorescence;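 active = inhibition above mean plus 3 SD of compounds lying within the high and low control bounds, cut at about 19% in these data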;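 note: 0% = median of test compound wells and 100% = no enzyme DMSO wells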
Starred values were filed as active, the others as inactive; i = inactive; · = not tested or not shown. Rows are unselected; any-hit rate near 6.9%.

SMILES	ADAM10 inh	PLC-gamma1 inh	hcDAF12 agonist	ssDAF12 agonist	DAX1 inh-1	hgDAF12 agonist	FXN GAA850 act	ADAM17 inh	DAX1 inh-2	PLC-beta3 inh	sPLA2-III inh
COC(=O)C1N[C@@H]([C@@H](NC(=O)COc2ccccc2)C(=O)NC2CC2)SC1(C)C (stereo partly specified)	2	1	-1.4	-1.5	-0.4	0.3	-0.3	-5	0.2	2	2
Cc1ccc(S(=O)(=O)NC(CC(N)=O)C(=O)O)cc1 (stereo unspecified)	2	6	-1.0	-1.1	-0.2	-2.0	2.7	0	-0.5	4	-5
COCCCN=CC1=C(O)CC(C)(C)CC1=O	6	-2	0.1	-1.4	-0.1	2.2	0.7	-3	1.4	-1	3
COc1ccccc1C1(CCNC(C)c2cccs2)CCOC(C(C)C)C1 (stereo unspecified)	4	1	-1.9	-1.1	-0.1	-0.4	-7.9	-4	·	-3	-1
CCc1nc2c(OCCn3cccc3)cccn2c1N(C=O)Cc1ccccc1	0	-9	-0.8	-0.8	-0.4	1.2	-0.8	-1	·	-11	-15
CCOc1ccccc1NC(=O)C1C2C=CC(O2)C1C(=O)O (stereo unspecified)	6	-1	-0.4	-0.8	0.1	-2.1	0.4	-4	-0.2	-1	7
O=C(CCC(=O)c1cccs1)NCc1cccc(Cl)c1	-3	1	0.7	-0.9	1.5	-2.3	1.7	-5	0.6	-12	0
C=CCn1c(SCc2ccc(Cl)cc2)nc2cc(C(=O)N3CCC(C(N)=O)CC3)ccc2c1=O	1	1	-1.5	-1.3	-0.2	8.8	-0.5	2	2.1	5	5
CCOc1cc(/C=N/NC(=O)c2nnn(-c3nonc3N)c2C)ccc1OCc1cccc(F)c1	-6	-3	0.7	-1.1	-0.2	-1.0	0.7	-3	1.4	-11	1
O=C(NCCCc1ccccc1)OC1CC2CC1[C@H]1CCCCN1[C@H]2Cc1ccccc1 (stereo partly specified)	-2	0	-2.0	0.5	-0.7	0.2	·	-3	·	-1	-3
CCOC(=O)c1c(CC(C)C)csc1NC(C)=O	3	-2	-2.0	-0.7	-0.4	0.5	3.9	-3	0.6	0	6
CCC(=O)Nc1sc(C(=O)Nc2ccccc2F)c(C)c1C(=O)OC	2	0	3.7	-0.1	5.9*	13*	6.8	1	0.2	-2	-2
O=C(COC(=O)Cn1cnc2ccccc2c1=O)NCc1ccccc1	0	-3	-0.9	-0.7	1.8	2.5	0.2	1	0.3	-10	1
CC(C)(C)OC(=O)N[C@@H](Cc1ccccc1)C(=O)N[C@@H](CO)[C@H](O)[C@@H]1C[C@@H]1C(=O)N1CCCC1	1	7	1.2	-1.6	0.3	-0.2	-0.5	1	0.5	4	9
COCc1cc(C)nc(SCC(=O)Nc2nc(C)cs2)c1C#N	-24	-424	9.7*	0.4	2.3	10	2.9	-16	-1.7	i	-1
O=C(Cc1ccccc1)Nc1nc2ccccc2[nH]1	-12	-4	-0.7	-1.3	1.4	5.2	4.4	-7	-1.5	-6	7
O=C(/C=C/c1ccccc1)Nc1ccc(Br)cn1	-8	-2	1.4	0.6	-1.5	13*	0.0	0	2.2	-1	1
Cc1ccccc1NC(=O)CSc1ccc(-c2cccnc2)nn1	-9	0	-1.8	-1.3	-1.9	-0.4	0.0	-5	0.7	-11	1
N#Cc1c(NC(=O)CCCN2C(=O)c3ccccc3C2=O)oc(-c2ccccc2)c1-c1ccccc1	10	-3	-1.4	-1.0	0.8	-1.1	0.2	-4	-0.5	4	-1
O=c1c2ccccc2sn1-c1ccccc1F	-12	0	1.6	-1.4	1.4	-1.2	-5.4	-5	0.2	-1	11
Oc1ccccc1N1CCN(C(=S)NCc2ccccc2)CC1	4	1	1.6	-1.8	0.3	-1.6	-0.2	1	0.0	0	-2
CC1CCCCC1NC(=O)CN1C(=O)NC(C)(c2ccc(OC(F)F)cc2)C1=O (stereo unspecified)	-6	0	0.2	-1.1	0.1	-0.3	-1.4	-6	1.8	-1	-1
CCOc1ccc(NC(=O)c2ccc(F)c(S(=O)(=O)N3CCCC3)c2)cc1	-5	0	-3.3	-1.8	-2.5	-1.2	-1.2	-2	-1.9	1	-15
COc1cc2[nH]c(=S)nc(NCCc3ccc(S(N)(=O)=O)cc3)c2cc1OC	-15	-5	-1.0	-0.5	-0.4	-1.2	-0.3	-6	1.3	-6	3

Reprinted from the part before: three compounds; new compounds follow.
SMILES	ADAM10 inh	PLC-gamma1 inh	hcDAF12 agonist	ssDAF12 agonist	DAX1 inh-1	hgDAF12 agonist	FXN GAA850 act	ADAM17 inh	DAX1 inh-2	PLC-beta3 inh	sPLA2-III inh
CC1CCCCC1NC(=O)CN1C(=O)NC(C)(c2ccc(OC(F)F)cc2)C1=O (stereo unspecified)	-6	0	0.2	-1.1	0.1	-0.3	-1.4	-6	1.8	-1	-1
CCOc1ccc(NC(=O)c2ccc(F)c(S(=O)(=O)N3CCCC3)c2)cc1	-5	0	-3.3	-1.8	-2.5	-1.2	-1.2	-2	-1.9	1	-15
COc1cc2[nH]c(=S)nc(NCCc3ccc(S(N)(=O)=O)cc3)c2cc1OC	-15	-5	-1.0	-0.5	-0.4	-1.2	-0.3	-6	1.3	-6	3
O=C(COC(=O)c1ccccc1-c1ccccc1[N+](=O)[O-])c1ccccc1	11	4	-2.0	-1.3	0.2	0.9	0.5	4	-1.0	3	-20
COc1ccccc1NC(=O)N(C)C[C@@H]1OCc2cnnn2CCCC(=O)N([C@H](C)CO)C[C@@H]1C	-19	1	0.2	-1.4	0.1	2.0	1.0	-4	0.7	-1	8
O=C(N/N=C/c1ccc(OC(F)F)cc1)c1ccc(CSc2nc3ccccc3[nH]2)cc1	10	-1	-2.4	-2.1	-0.9	0.4	2.5	6	-1.9	0	-12
COc1cccc(/C=N/n2c(N)c(S(=O)(=O)c3cccs3)c3nc4ccccc4nc32)c1	-4	-1	0.4	-1.3	0.1	0.5	0.5	-3	0.9	-2	4
CCOC(=O)[C@]12CCC=C1N(Cc1ccccc1)C(=O)[C@H](CC(=O)N1CCCC1)C2	-7	-9	1.3	-0.7	-1.7	-4.2	·	0	·	1	-1
CCN1CCN(c2cc3c(nn2)Oc2ccccc2N3C)CC1	i	i	4.0	-0.6	2.9	12*	8.4*	-390	0.3	i	11
CCCCc1c(C)[nH]c2nc3ccccc3n2c1=O	-30	-10	0.8	-0.9	0.1	2.8	1.6	-14	-0.6	-20	-3
O=C(c1ccc(Cl)c(S(=O)(=O)N2CCOCC2)c1)N1CCCC1	6	4	0.5	-0.8	0.5	-2.0	0.8	1	0.7	0	8
c1ccc(-c2csc3ncn4nnnc4c23)cc1	9	3	-1.4	1.0*	0.8	1.3	-1.1	-2	-0.1	0	-8
CC[C@]12c3[nH]c4ccc(OC)cc4c3CCN1C(=O)C(CC(=O)NCCCOC)C[C@@H]2C(=O)N1CCN(C(=O)C2CC2)CC1 (stereo partly specified)	-9	-3	-2.3	-1.4	0.7	-1.9	-0.9	-2	0.1	-1	2
O=C(CNS(=O)(=O)c1cccc(Br)c1)NCCCc1ccccc1	-5	3	-1.6	-0.8	-0.1	-1.7	-2.2	-3	-1.5	-9	-33
O=C(CCN1C(=O)c2ccccc2C1=O)N1CCN(C2c3ccccc3-c3ccccc32)CC1	3	-2	-0.9	-1.2	0.6	-0.1	-0.9	-5	0.9	3	1
Cc1ccc2c(c1)C1CS(=O)(=O)N(C3CCCC3)CN1C2 (stereo unspecified)	-5	-6	5.5	-1.0	0.6	4.8	·	0	·	-5	3
Cc1ccc(N(C(=O)Cn2nnc3ccccc32)C(C(=O)NCc2ccco2)c2ccc(C)o2)cc1 (stereo unspecified)	6	0	0.1	-1.3	-0.9	0.0	0.0	-3	1.1	-1	1
O=C(NCc1cccnc1)C(=O)NCC1OCCN1S(=O)(=O)c1ccc(F)cc1 (stereo unspecified)	-11	1	-2.3	-1.0	1.0	-0.7	-2.0	-3	-0.4	2	4
COc1ccc(NC(=O)NC2(C(=O)N3CCCCC3)CCCCC2)cc1	-8	1	1.0	-1.2	0.1	-0.3	1.8	0	-1.3	-4	2
CCCCCc1cc(=O)oc2c(C(CCN3CCCC(C)C3)c3ccc(OC)cc3)c(OC)cc(OC)c12 (stereo unspecified)	-76	-289	-1.9	-0.5	0.3	-2.0	-2.2	-22	-0.8	-276	-16
O=C(O)C1Cc2ccccc2CN1C(=O)COc1ccc(Cl)cc1 (stereo unspecified)	-5	0	0.0	-0.4	-0.2	-0.1	-2.3	-1	-0.1	1	-2
CC1CCc2nn(CC(=O)NCCN3CCCCC3C)cc2C1 (stereo unspecified)	-17	-1	-0.7	-0.6	0.6	4.6	0.7	-2	5.8*	-1	-2
O=C(N/N=C/c1ccncc1)c1ccc2c(c1)OCO2	-8	-5	-0.1	-1.0	1.1	11*	1.3	-4	-0.1	-4	3
O=C1C=C(c2cc(Cl)cc(Cl)c2)C[C@@H](c2ccc(F)cc2)C1	9	2	-2.0	-0.8	-0.1	-0.4	1.5	-4	0.2	-4	10
COCOc1cccc(CN2CCC2(C)C(=O)NCCNC(C)=O)c1 (stereo unspecified)	0	7	1.3	-1.4	0.9	-0.2	1.0	2	·	6	6
O=C(COc1ccccc1)Nc1cc2c3c(c1)CC(=O)N3CCC2	-15	-3	0.5	-0.8	1.2	2.9	1.9	-1	0.8	-13	-8
COc1cc(OC)cc(C(=O)NNC(=O)c2ccc3ccccc3n2)c1	-9	-6	2.0	-1.3	-4.0	-1.9	5.5	-4	-0.3	-13	-13
CC(C)(C)c1ccc(/C=C(\C#N)C(=O)NCCN2CCOCC2)cc1	-3	-2	-1.5	-1.4	0.7	-1.4	-0.5	-2	-0.7	-8	-2
CCCc1nnc(SCC(=O)Nc2ccc(OC)cc2)n1N	0	4	-1.1	-0.1	-0.3	-1.1	-0.1	-7	0.9	4	9
O=C(c1ccncc1)N1CCN(c2ccc(F)cc2)CC1	4	2	-0.4	-0.9	0.3	0.0	0.9	1	0.4	-1	5
O=C(c1ccc(Cl)nc1)N1CCN(C/C=C/c2ccccc2)CC1	-1	0	0.2	-1.8	-1.0	-4.1	0.2	-3	-1.2	3	-4
